TRPC4 PAM: allosterically enhances the mouse TRPC4 cation channel. HEK293 TRPC4beta/mu-opioid, DAMGO EC20, Fluo-4 Ca2+ flux; stronger effect = higher value. B-score at 10 µM. actives 0.42% (n = 310,000). AID 2227;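 active = B-score of calcium response area above 5 SD of library B-scores, with initial fluorescence ratio within 5 SD of library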;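 note: B-score of integrated fluorescence ratio over time as area under calcium response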
hERG rescue: hERG (human) protection from proarrhythmic block; actives 0.51% (n = 310,000); Q12809; activation (rescue from dofetilide block), less the hit threshold, % at 10 µM; CHO-hERG, FluxOR thallium flux, dofetilide IC70 present;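 active = activation above the mean of controls blocked by dofetilide plus 5 SD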;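 note: thallium influx through hERG after potassium depolarization seen as dye fluorescence rise; in these data hits start at about 4.7%; inactives centre near -7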
Target sequence (Q12809 whole entry, looked up): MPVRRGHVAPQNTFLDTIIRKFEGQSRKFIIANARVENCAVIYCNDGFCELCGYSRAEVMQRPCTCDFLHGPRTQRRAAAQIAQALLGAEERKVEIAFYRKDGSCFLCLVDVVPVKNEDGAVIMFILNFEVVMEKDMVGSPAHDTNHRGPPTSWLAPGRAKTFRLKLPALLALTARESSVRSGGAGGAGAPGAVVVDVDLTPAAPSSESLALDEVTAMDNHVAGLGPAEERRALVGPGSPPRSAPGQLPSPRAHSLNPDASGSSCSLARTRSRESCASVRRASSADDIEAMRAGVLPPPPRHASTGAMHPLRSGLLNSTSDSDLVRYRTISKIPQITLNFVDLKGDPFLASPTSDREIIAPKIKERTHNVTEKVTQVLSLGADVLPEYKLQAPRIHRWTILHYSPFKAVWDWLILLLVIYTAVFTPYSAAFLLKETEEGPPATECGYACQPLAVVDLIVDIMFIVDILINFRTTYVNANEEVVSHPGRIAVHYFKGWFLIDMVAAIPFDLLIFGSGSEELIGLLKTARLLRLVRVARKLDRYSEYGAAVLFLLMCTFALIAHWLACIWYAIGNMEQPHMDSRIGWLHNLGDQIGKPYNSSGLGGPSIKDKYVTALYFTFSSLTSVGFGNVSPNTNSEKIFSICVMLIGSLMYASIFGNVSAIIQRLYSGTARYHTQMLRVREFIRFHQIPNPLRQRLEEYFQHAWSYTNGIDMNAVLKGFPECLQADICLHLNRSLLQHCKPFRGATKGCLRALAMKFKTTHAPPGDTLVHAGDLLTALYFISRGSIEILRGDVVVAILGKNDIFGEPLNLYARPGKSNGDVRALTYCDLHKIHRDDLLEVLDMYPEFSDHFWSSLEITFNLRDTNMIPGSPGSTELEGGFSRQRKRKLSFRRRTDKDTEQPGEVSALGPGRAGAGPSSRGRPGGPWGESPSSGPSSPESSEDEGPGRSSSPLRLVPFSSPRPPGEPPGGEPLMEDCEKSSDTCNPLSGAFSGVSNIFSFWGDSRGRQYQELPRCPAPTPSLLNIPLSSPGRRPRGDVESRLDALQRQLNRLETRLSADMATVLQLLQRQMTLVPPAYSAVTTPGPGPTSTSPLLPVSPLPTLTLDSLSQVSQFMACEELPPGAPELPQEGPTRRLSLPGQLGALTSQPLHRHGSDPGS
KCNK3 inh: human KCNK3 channel inhibition, primary screen | O14649 | CHO-KCNK3 thallium flux, FluxOR fluorescence; stronger effect = lower value | B-score at 10 µM | actives 0.84% (n = 340,000);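 active = B-score under library mean minus 4 SD, starting fluorescence ratio at most library mean plus 5 SD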;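 note: more negative B-score means stronger inhibition of thallium flux through KCNK3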
Dyrk1A ADPGlo: Dyrk1A (rat) kinase inhibition. AID 504441. inhibition, % at 12.5 µM. ADP-Glo luminescence, NFATc1 peptide. actives 0.43% (n = 310,000); in the data active = inhibition above about 50%;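 note: plate controls were vehicle with enzyme for no effect and no enzyme for full effect; many of its hits are not listed in these tables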
TRPC4 agonist: opens the mouse TRPC4 cation channel. Q9QUQ5. HEK293 TRPC4beta/mu-opioid, Fluo4 calcium fluorescence; stronger effect = higher value. B-score at 10 µM. actives 0.49% (n = 310,000). AID 2237;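 active = B-score above 5 SD of library B-scores, and initial fluorescence ratio not above library mean plus 5 SD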;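 note: positive B-score marks a calcium rise read as TRPC4 activation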
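Assay system – TRPC4beta and mu-opioid receptor HEK293 stable cells · Measured by – Fluo4 fluorescence, kinetic · Schedule – dye loading 45 min room temperature, 110 s kinetic read · Read-out – B-scored integrated calcium fluorescence ratio · Controls – buffer and maximal DAMGO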
TMEM16A inh: inhibitors of mouse TMEM16A calcium-activated chloride channel. Q8BHY3. HEK293 TMEM16A/YFP iodide influx fluorescence, ionomycin. normalized B-score (activity score, 25-100; higher = stronger inhibition) at 10 µM. actives 1.2% (n = 310,000). AID 588511;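 active = ratio plate-corrected score three or more library SD toward inhibition, starting fluorescence score within five deviations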;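 note: score derived from kinetic fluorescence span divided by baseline fluorescence per well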
KCNQ1 block: blocks the human KCNQ1 potassium channel; CHO-K1 KCNQ1, FluxOR thallium flux fluorescence; stronger effect = higher value; B-score at 10 µM; P51787; actives 1.3% (n = 310,000); AID 2642;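 active = compounds whose thallium flux B-score, printed positive for inhibition, exceeds three library SD while starting fluorescence stays within three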;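 note: channel opened by potassium depolarization with thallium stimulus after 20 min compound exposure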
KCNK9 inh: blocks the human KCNK9 two-pore domain potassium channel; Q9NPC2; HEK293 KCNK9, FluxOR thallium flux fluorescence; stronger effect = lower value; B-score at 10 µM; actives 1.2% (n = 310,000);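 active = ratio B-score over 3 SD below the library mean, with starting fluorescence within 5 SD of its mean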;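 note: negative B-score means less thallium flux so channel inhibition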
KCNQ1 pot: potentiators or activators of human KCNQ1 potassium channel | AID 2648 | actives 0.35% (n = 310,000) | B-score at 10 µM | CHO-K1 KCNQ1, thallium flux FluxOR fluorescence; stronger effect = higher value | P51787;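 active = fluorescence ratio B-score, a plate-corrected score, at least three library SD, with initial intensity B-score within 5 SD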
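Medium – assay buffer, equal DMSO in all wells · Material – CHO-K1 cell line with stable KCNQ1 potassium channel expression · Signal – kinetic FluxOR thallium fluorescence, 10-s 1-Hz baseline, 110-s post-stimulus read · Compound – single concentration per compound, DMSO matched to controls · Schedule – 37 °C overnight plating, 90-min dark dye load, 20-min compound pretreatment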
HDAC3 inh: blocks human histone deacetylase 3 | actives 0.15% (n = 320,000) | recombinant HDAC3, fluorogenic peptide/trypsin coupled, fluorescence | inhibition, % at 8.3 µM | AID 2718 | O15379; in the data active = inhibition above about 26%, passing the limit was not always enough; inconclusive = no clear call, values can overlap the other calls
TMEM16A act: activates or potentiates the mouse TMEM16A chloride channel; Q8BHY3; actives 0.3% (n = 340,000); AID 623877; HEK293 TMEM16A/YFP-H148Q/I152L, iodide quench fluorescence; stronger effect = lower value; B-score at 10 µM;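 active = fluorescence-ratio B-score plate-corrected deviation score at least 3 library SD below zero, with starting fluorescence score within 5 deviations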;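 note: channel opened by trigger with iodide after compound preincubation; score built on the fluorescence ratio of max minus min over baseline; more negative score means more quench and so TMEM16A activation or potentiation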
An asterisk follows results filed as active; i = inactive; ? = inconclusive; / = no result given. Not all compounds are listed; rates above refer to the full screens.

mol	TMEM16A act	Dyrk1A ADPGlo	KCNK3 inh	KCNQ1 pot	TRPC4 PAM	KCNK9 inh	TRPC4 agonist	HDAC3 inh	KCNQ1 block	hERG rescue	TMEM16A inh
Cc1c(C(=O)NCCN(C)C)oc2ccc(S(=O)(=O)N3CCCC3)cc12	i	-1	i	i	i	i	i	-2	i	-6	i
N#Cc1ccsc1NC(=O)CN1CCCCCC1	i	/	i	i	i	i	i	?	i	0	i
Cc1nc2ccc(Br)cn2c1NC(C)(C)C	i	4	i	i	i	i	i	-7	i	-6	i
CCOc1ccc(NC(=O)c2cccc3ccccc23)cc1	i	/	i	i	i	i	i	-1	i	-6	i
Cc1cc(S(=O)(=O)Nc2ccc(C(=O)NCCCn3ccnc3)cc2)ccc1F	i	1	i	i	i	i	i	1	i	-10	i
Cc1ccc(CNC(=O)COC(=O)CCC(=O)c2cccs2)cc1	i	-4	i	i	i	i	i	-3	i	-8	i
CC1(C)Cc2c(c(N3CCOCC3)nc3sc(C(=O)Nc4ccc(Cl)cc4)c(N)c23)CO1	i	1	i	i	i	i	i	14	i	-5	i
Cc1nn(-c2ccccc2)c(N2CCCC2)c1/C=C1\N=C(c2ccc(F)cc2)OC1=O	i	-3	i	i	i	i	i	-2	i	-18	i
O=C(Nc1nccs1)c1c(O)c2c([nH]c1=O)CCCC2	i	-8	i	i	i	i	i	-1	i	-4	i
COc1ccc([C@@H]2C=C(C(=O)O)O[C@H](OCCCCO)C2)cc1	i	-6	i	i	i	i	i	-4	i	-10	i
CCN(CC)C(=O)c1cccc2c1C(=O)c1ccccc1-2	i	2	i	i	i	i	i	1	i	-11	i
O=C1c2ccccc2N(Cc2ccc(Cl)cc2)C2=NCCN12	i	2	i	i	i	i	i	-3	i	-2	i
O=c1[nH]cc(COCc2ccccc2)c(=O)[nH]1	i	-5	i	i	i	i	i	6	i	-5	i
O=C(Nc1nc(-c2ccc(S(=O)(=O)N3CCCC3)cc2)cs1)c1ccco1	i	-2	i	i	i	i	i	7	i	-5	i
CC(C)Oc1ccc(/C=C(/NC(=O)c2ccccc2)C(=O)NCCC(=O)O)cc1	i	-1	i	i	i	i	i	1	i	-8	i
N#CCSC1=Nc2ccccc2C2=NC(CCC(=O)N3CCN(c4ccccc4)CC3)C(=O)N12 (centres undefined)	i	-14	i	i	i	i	i	11	i	-5	i
CC(C)(C)S(=O)(=O)c1nc2ccccc2s1	i	-5	i	i	i	i	i	0	i	-8	i
Cc1ccc(-c2cnc(SCC(=O)N3CCCc4ccccc43)n2C)cc1	i	-6	i	/	/	/	/	6	/	/	i
COc1ccc(CNc2c(CO)cnc3c2cnn3C)cc1	i	2	i	i	i	i	i	5	i	-11	i
O=C(COC(=O)c1cccc(S(=O)(=O)N2CCc3ccccc32)c1)Nc1ncc(C(F)(F)F)cc1Cl	i	-1	i	i	i	i	i	0	i	-7	i
CCOC(=O)CN1C(=O)N[C@@H](c2ccco2)C(C(=O)OC)=C1C	i	-6	i	i	i	i	i	-4	i	-5	i
CCOC(=O)C1C(=O)CC(C)(O)C(C(=O)OCC)C1c1cc(Br)ccc1OC (centres undefined)	i	4	i	i	i	i	i	6	i	-8	i
Cc1ccc(C(=O)Nc2ccc(S(=O)(=O)N3CCOCC3)cc2)cc1	i	14	i	i	i	i	i	-1	i	-6	i
COCC(=O)N(c1ccc(C(C)C)cc1)C1C=CS(=O)(=O)C1 (centres undefined)	i	-2	i	i	i	i	i	-1	i	-2	i
O=C(CCC(=O)n1ncc2ccccc21)NCc1ccc(F)cc1	i	1	i	i	i	i	i	8	i	-9	i
O=C(CCSCc1ccccc1F)NCc1cccnc1	i	0	i	i	i	i	i	4	i	0	i
CCCCNC(=O)c1ccc(N2CCOCC2)c(NS(=O)(=O)c2ccc(OC)cc2)c1	i	-8	i	i	i	i	i	9	i	-8	i
COc1ccc(N(CC(=O)N2CCN(c3cccc(C)c3)C(C)C2)S(=O)(=O)c2c(C)n[nH]c2C)cc1 (centres undefined)	i	0	i	i	i	i	i	7	i	-8	i
COc1ccccc1N1C(=O)CC1(C#N)c1ccc(OCc2ccccc2)cc1 (centres undefined)	i	-5	i	i	i	i	i	1	i	-5	i
C[C@H](NC(=O)c1nc[nH]c1C(=O)NC(c1ccccc1)c1ccccc1)C(=O)OCc1ccccc1	i	7	i	i	i	i	i	2	i	-22	i
CCCCN1C2CCCC1CC(NC(=O)c1ccccc1Cl)C2 (centres undefined)	i	-2	i	i	i	i	i	1	i	-7	i
CCCOc1ccc(CCC(=O)N/N=C/c2ccco2)cc1	i	/	i	i	i	i	i	3	i	0	i
CC(=O)Nc1ccc(Nc2nc3ccccc3nc2NS(=O)(=O)c2ccccc2)cc1	i	5	i	i	i	i	i	-4	i	-13	i
S=C1CCC(c2ccc(Cl)cc2)=NN1c1ccccc1	i	11	i	i	i	i	i	2	i	-8	i
COc1ccccc1-n1c(SCC(=O)Nc2ccc(F)cc2)nc2c(c1=O)SCC2	i	-1	i	i	i	i	i	-3	i	-11	i
CCOC(=O)C1(CC2CCCCO2)CCN(Cc2nc3ccccc3nc2C)CC1 (centres undefined)	i	-3	i	i	i	i	i	-5	i	-7	i
COC(=O)Nc1ccc(S(=O)(=O)NCc2ccccn2)cc1	i	/	i	i	i	i	i	4	i	-9	i
CC1CC(C)CN(C(=O)CN(C)S(=O)(=O)c2ccc3c(c2)c(=O)n(C)c(=O)n3C)C1 (centres undefined)	i	-6	i	i	i	i	i	-2	i	-6	i
Cc1cc(C)nc(N/N=C/c2ccccc2OCc2ccc(Cl)cc2)n1	i	2	i	i	i	i	i	/	i	-2	i
COC(=O)Cn1cnc2c(nnn2-c2ccc(F)cc2)c1=O	i	2	i	i	i	i	i	-11	i	-1	i
CN(C)CCCCOc1ccc(Br)cc1Cl	i	0	i	i	i	i	i	0	i	-1	i
Cc1oc(C(C)(C)C)c(CN2CCOCC2)c1C(=O)O	i	/	i	i	i	i	i	3	i	-6	i
Cc1ccc(-c2nc3ccccc3c(=O)n2NC(=O)c2cccs2)cc1	i	0	i	i	i	i	i	0	i	-11	i
CSCCC(NC(=O)c1ccc([N+](=O)[O-])cc1Cl)C(=O)OCC(=O)NC(=O)CN1CCCC1=O (centres undefined)	i	1	i	i	i	i	i	-24	i	-15	i
CCc1ccc(C(=O)C(C)OC(=O)Cn2cnc3c2c(=O)n(C)c(=O)n3C)cc1 (centres undefined)	i	-11	i	i	i	i	i	/	i	-9	i
CC1CCN(S(=O)(=O)c2ccc(NC(=O)N3c4ccccc4Sc4ccccc43)cc2)CC1	i	-3	i	i	i	i	i	5	i	-8	i
O=C(CCS(=O)(=O)c1ccc2c(c1)NC(=O)CO2)NCCc1ccc(Cl)cc1	i	-2	i	i	i	i	i	6	i	-11	i
CCOC1=C/C(=C/c2c(N)n3nc(S(=O)(=O)CC)sc3nc2=O)C=CC1=O	i	10	i	i	i	i	i	5	i	0	i
Cc1nnc(SCc2cnc(-c3ccccc3)o2)[nH]c1=O	i	-3	i	i	i	i	i	0	i	-8	i
C=CCNC(=O)c1ccncc1	i	-10	i	i	i	i	i	-4	i	-1	i
Clc1ccc(-c2csc(=Nc3cccnc3)n2CCCn2ccnc2)cc1Cl	i	0	i	i	i	i	i	6	i	-13	i
Clc1ccc(Cn2c(-c3cccnc3Cl)nc3ccccc32)cc1	i	-3	i	i	i	i	i	-1	i	-13	i
CCN1C(=O)CC(c2ccc(OC(C)C)cc2)C1=O (centres undefined)	i	4	i	i	i	i	i	3	i	-11	i
CCOC(=O)c1cnc(SCc2nc(N)nc(Nc3ccccc3)n2)nc1N	i	-2	i	i	i	i	i	7	i	-8	i
Oc1ccc(F)cc1-c1cc(-c2ccc3c(c2)OCCO3)n[nH]1	i	2	i	i	i	i	i	-1	i	-7	i

Some of these compounds in order of molecular weight, ascending:
mol	TMEM16A act	Dyrk1A ADPGlo	KCNK3 inh	KCNQ1 pot	TRPC4 PAM	KCNK9 inh	TRPC4 agonist	HDAC3 inh	KCNQ1 block	hERG rescue	TMEM16A inh
O=c1[nH]cc(COCc2ccccc2)c(=O)[nH]1	i	-5	i	i	i	i	i	6	i	-5	i
Clc1ccc(Cn2c(-c3cccnc3Cl)nc3ccccc32)cc1	i	-3	i	i	i	i	i	-1	i	-13	i
COc1ccccc1N1C(=O)CC1(C#N)c1ccc(OCc2ccccc2)cc1 (centres undefined)	i	-5	i	i	i	i	i	1	i	-5	i
CCOC(=O)c1cnc(SCc2nc(N)nc(Nc3ccccc3)n2)nc1N	i	-2	i	i	i	i	i	7	i	-8	i
CCOC1=C/C(=C/c2c(N)n3nc(S(=O)(=O)CC)sc3nc2=O)C=CC1=O	i	10	i	i	i	i	i	5	i	0	i
Cc1nn(-c2ccccc2)c(N2CCCC2)c1/C=C1\N=C(c2ccc(F)cc2)OC1=O	i	-3	i	i	i	i	i	-2	i	-18	i
COc1ccccc1-n1c(SCC(=O)Nc2ccc(F)cc2)nc2c(c1=O)SCC2	i	-1	i	i	i	i	i	-3	i	-11	i
COc1ccc(N(CC(=O)N2CCN(c3cccc(C)c3)C(C)C2)S(=O)(=O)c2c(C)n[nH]c2C)cc1 (centres undefined)	i	0	i	i	i	i	i	7	i	-8	i
